EPAC2 ag – agonists of human EPAC2 (RAPGEF4); Q8WZA2; EPAC2 activation, biochemical qHTS; response scale: 100% = 6.5 mM cAMP response; Potency, µM (doses to about 154 µM), for inactives: at the top dose activation, hits mostly activators; hit rate 0.079% among 360,000; further: potency means the concentration at half of the fitted maximal effect; nearly all actives have a fitted effect of over 50% in size
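Setup: EPAC2 100 nM, labeled Rap1B complex 250 nM, free GDP 50 uM. Compound titrations pinned in, brief spin, 5 min room temperature incubation. Kinetic fluorescence read over 30 min, normalized to 6.5 mM cAMP.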
EPAC2 antagonist – antagonists of human EPAC2; EPAC2 GEF exchange of Rap1B-BODIPY-GDP, fluorescence; hit rate 0.18% among 360,000; AID 720708; Potency, µM (doses to about 114 µM), without a hit: at the highest dose activity, negative = inhibition, usual class: inhibitors; Q8WZA2; further: potency means the concentration at half of the fitted maximal effect; on the % scale 0 is the no-effect control and ±100 the full control effect; nearly all actives have a fitted effect of over 45% in size; many of its hits are not listed in these tables
FUS yeast rescue – FUS proteinopathy suppression in yeast | S. cerevisiae FUS-expressing, growth rescue, OD600, 24 h | Potency, µM (series often up to 76.6 µM), for the others: top-dose growth rescue (activation), hits mostly activators | hit rate 0.24% among 390,000 | AID 1347120;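 further: potency means the concentration at half of the fitted maximal effect; plate controls were DMSO vehicle for no effect and reference control for full effect; nearly all actives have a fitted effect of over 55% in size; some results filed as inactive show a strong effect at the top dose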
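Absorbance at 600 nm, taken 24hr after compound addition, measured rescue of FUS-yeast growth at 30C. Induction used 2% galactose with seeding at OD 0.005. Controls: CP55940 from 92uM final, DMSO only.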
aSyn yeast inh – alpha-synuclein toxicity inhibition in yeast. Yeast expressing alpha-synuclein, growth rescue, BacTiter-Glo, 24 h. Potency, µM (doses to about 46.1 µM), inactives show at the top dose growth rescue (activation), actives largely listed as activators. hit rate 0.14% among 370,000. AID 652106; further: potency means the concentration at half of the fitted maximal effect; % of control where 0% means no effect; nearly all actives have a fitted effect of over 65% in size
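Readout is rescue of growth in alpha-synuclein-expressing yeast, so inhibitors of toxicity appear as activators. Growth after 24 hr at 30 deg C in galactose medium is quantified by luminescence.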
D3 ag – agonists of human D3 dopamine receptor. P35462. D3R DiscoveRx beta-arrestin cells, luminescence, 90 min. max activation, %. hit rate 0.58% among 410,000. AID 652048; in the data active means max activation above about 30%; further: 0% is about no effect; mostly tested at two doses, the higher about 12 µM
Target sequence (P35462 whole entry, looked up): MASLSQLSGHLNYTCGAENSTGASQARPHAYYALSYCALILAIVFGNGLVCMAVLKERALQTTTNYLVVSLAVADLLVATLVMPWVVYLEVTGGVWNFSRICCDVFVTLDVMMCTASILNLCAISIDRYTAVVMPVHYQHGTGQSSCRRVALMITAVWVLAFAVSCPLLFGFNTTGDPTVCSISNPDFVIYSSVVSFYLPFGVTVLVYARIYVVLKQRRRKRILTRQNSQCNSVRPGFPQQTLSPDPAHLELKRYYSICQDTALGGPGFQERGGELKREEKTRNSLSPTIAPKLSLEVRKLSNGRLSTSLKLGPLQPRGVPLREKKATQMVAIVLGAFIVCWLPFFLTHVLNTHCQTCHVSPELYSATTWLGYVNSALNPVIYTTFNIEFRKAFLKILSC
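Agonist mode: compounds and dopamine controls were applied to plated cells for 90 min at 37 degrees C after an overnight attachment at 1500 cells/well. Luminescent read-out followed 30 - 60 minutes at room temperature with DiscoveRx detection reagent.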
Abeta yeast res – compounds reversing amyloid beta toxicity in yeast. hit rate 0.063% among 410,000. yeast expressing A-beta42, growth rescue, OD600, 48 h; response scale: 0% DMSO, 100% iron-clioquinol control. Potency, µM (series often up to 46.1 µM), for inactives: at the highest dose growth rescue, most hits filed as activators. AID 1347071; further: potency means the concentration at half of the fitted maximal effect; nearly all actives have a fitted effect of over 55% in size
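Yeast growth medium received pinned compounds, then yeast cells expressing toxic A-beta were added; plates incubated at 30 C for 48 hr. Growth read as absorbance at 600 nm, normalized to DMSO and equimolar FeCl3 plus clioquinol controls.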
DRD3 antagonist – D3 dopamine receptor (human) antagonism; P35462; D3R cells, DiscoveRx beta-arrestin luminescence, antagonist mode; hits give low values; max response, negative = inhibition, %; hit rate 2.5% among 360,000; in the data active means max response below about -50%; inconclusive means no clear call, values can overlap the other calls; further: on the % scale 0 is the no-effect control and ±100 the full control effect; mostly tested at two doses, the higher about 12 µM
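Cells plated overnight at 1500 cells/well, then exposed to library compounds with dopamine controls for 90 minutes at 37 degrees C. DiscoveRx reagent added for 30–60 minutes at room temperature; luminescence read, quantitative HTS format.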
TDP43 rescue – inhibitors of TDP-43 toxicity in yeast | hit rate 1.8% among 410,000 | TDP-43 expressing yeast growth rescue, BacTiter-Glo, 24 h | Potency, µM (doses to about 46.1 µM), without a hit: top-dose growth rescue (activation), most hits filed as activators | AID 652104; further: potency means the concentration at half of the fitted maximal effect; % of control where 0% means no effect; nearly all actives have a fitted effect of over 50% in size
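Readout is BacTiter-Glo luminescence of cell growth, so inhibitors register as activators. TDP-43-expressing yeast at OD600=0.02 in galactose medium, after raffinose pregrowth to mid-log, were incubated with compound for 24 hr at 30 deg C.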
Active calls of the source: *; ? = inconclusive; . = not tested or not shown; & = joins results of further samples; [ ] = remark or other dose. Unless noted, the call rests on the fitted dose curve; in most records, active means well fitted curve in the direction sought with a large enough effect; inconclusive means small, poorly fitted or top-dose-only effect, or another doubt; inactive means no such curve, though single readings can be large; an effect the other way counts as inactive or inconclusive. Some of the compounds tested (hit frequency here may not be typical).

A first look, five compounds:
The line under a structure holds: EPAC2 ag, EPAC2 antagonist, FUS yeast rescue, aSyn yeast inh, D3 ag, Abeta yeast res, DRD3 antagonist, TDP43 rescue
CCC(C)(C)c1ccc(OCCN2C(=O)NC(C)(C)C2=O)cc1
    -2%, -14%, 21%, ., -2, 15%, -22, 13%
Cc1ccc(C)c(NC(=O)Cn2nc(C)c3nn(-c4ccc(Cl)cc4)c(C)c3c2=O)c1
    ., ., 7%, ., 10, -4%, ., 19%
CCOC(=O)c1cc(NC(=O)N2CCCc3ccccc32)c(C)nc1C
    6%, -1%, 19%, -5%, -6, 1%, -3, -4%
COC(c1ccccc1)c1nc2ccccc2[nH]c1=O (stereo unspecified)
    9%, -9%, 6%, 3%, 6, -2%, -2, -8%
COc1cc[n+]([O-])cc1[N+](=O)[O-]
    10%, -2%, -1%, -9%, -13, 8%, -6, -18%

All compounds of this part, from the first entry:
The line under a structure holds: EPAC2 ag, EPAC2 antagonist, FUS yeast rescue, aSyn yeast inh, D3 ag, Abeta yeast res, DRD3 antagonist, TDP43 rescue
CCC(C)(C)c1ccc(OCCN2C(=O)NC(C)(C)C2=O)cc1
    -2%, -14%, 21%, ., -2, 15%, -22, 13%
Cc1ccc(C)c(NC(=O)Cn2nc(C)c3nn(-c4ccc(Cl)cc4)c(C)c3c2=O)c1
    ., ., 7%, ., 10, -4%, ., 19%
CCOC(=O)c1cc(NC(=O)N2CCCc3ccccc32)c(C)nc1C
    6%, -1%, 19%, -5%, -6, 1%, -3, -4%
COC(c1ccccc1)c1nc2ccccc2[nH]c1=O (stereo unspecified)
    9%, -9%, 6%, 3%, 6, -2%, -2, -8%
COc1cc[n+]([O-])cc1[N+](=O)[O-]
    10%, -2%, -1%, -9%, -13, 8%, -6, -18%
O=C(COC(=O)c1nc(Cl)ccc1Cl)c1ccc[nH]1
    2%, -4%, 7%, 4%, 0, 2%, 14, 1%
CN(Cc1ccccc1)C(=O)CSc1c2c(nc3ccc(Cl)cc13)CCCC2
    ., ., ?, ., -13, -21%, ., 20µM*
COc1ccc(CCNC(=O)C(=O)NCC2CCCN2S(=O)(=O)c2ccc(OC)cc2)cc1 (stereo unspecified)
    3%, 2%, 21%, -24%, 34*, -20%, 28, 11%
O=C(Nc1nnc(S(=O)(=O)N2CCOCC2)s1)c1ccc(Cl)cc1
    3%, 4%, -30%, 0%, -3, -3%, 22, ?
COc1ccc(C(=O)CSc2n[nH]c(N)n2)cc1
    2%, 0%, 3%, -2%, 1, 14%, 5, 13%
Cc1cc(-c2csc(NC(=O)c3cc4ccccc4o3)n2)c(C)n1C
    7%, 2%, 38%, 2%, -7, 7%, 2, 19%
CC1(C)CC(=O)C=C(NNC(=O)c2ccccc2O)C1
    1%, 4%, 50%, -25%, -14, -28%, -19, -46%[inhibitor]
CCOCCCn1c(=N)c(C(=O)NC2CCCC2)cc2c(=O)n3cc(C)ccc3nc21
    ., ., -13%, ., -2, -9%, ., 7%
Cc1cc(C)c(C2=CC(=O)C[C@H](c3ccc4c(c3)OCO4)C2)c(C)c1
    3%, -16%, 17%, -5%, 2, -11%, 3, ?
Cc1cn(S(=O)(=O)c2ccc(F)c(Cl)c2)cn1
    ., ., -32%, ., 2, 2%, ., 20%
COc1ccc(CC(=O)NC(C)(C)C)cc1S(=O)(=O)N1CCOCC1
    4%, 20%, 26%, -8%, 3, -10%, -5, 6%
COc1ccc(CNC(=O)c2sc(=O)n(Cc3cc(C(C)=O)ccc3OC)c2C)cc1
    -8%, 6%, 27%, 6%, 6, 4%, 2, 0%
CS(=O)(=O)Nc1ccc(-c2cncc3nccn23)cc1
    3%, 0%, -23%, 0%, 6, -15%, 14, 12%
O=c1c(Cl)c(N2CCN(c3ccc(F)cc3)CC2)cnn1C12CC3CC(CC(C3)C1)C2
    0%, 13%, ., ?, -1, -6%, 8, -11%
COC(=O)C1=C(CSc2nc3c(cc2C#N)CN(C)CC3)OC(N)=C(C#N)C1c1ccc(F)cc1 (stereo unspecified)
    0%, -5%, 37%, 13%, 1, 7%, 6, 7%

Later entries:
The line under a structure holds: EPAC2 ag, EPAC2 antagonist, FUS yeast rescue, aSyn yeast inh, D3 ag, Abeta yeast res, DRD3 antagonist, TDP43 rescue
COc1ccc(C)cc1NC(=O)Nn1cnnc1
    8%, -3%, 9%, 0%, -4, 4%, -17, -5%
COc1ccc(C(C(=O)NCc2ccccc2)N(C(=O)c2snc(C(N)=O)c2N)C2CCCC2)cc1O (stereo unspecified)
    -4%, -17%, 18%, 8%, 5, 6%, 19, 1%
CCOC(=O)C1=C(O)/C(=C/c2cc(OC)c(OC)c(OC)c2)SC1=Nc1ccc(OC)cc1
    1%, -1%, 34%, 5%, 1, 1%, -11, 5%
COc1cc(C2N(Cc3ccccc3)CCN2Cc2ccccc2)ccc1OC(C)=O
    3%, 3%, -4%, 4%, -16, 3%, -30, 6%
COc1cccc(N2CC(O)=C(c3ccccc3)C2=N)c1
    11%, 15%, ., 0%, 7, -13%, 50, -10%
CCOc1ccccc1NC(=O)C1CCCN(c2c(CC)c(C)nc3ncnn23)C1 (stereo unspecified)
    13%, -7%, 17%, 1%, 6, 10%, 1, -4%
CN1C(=O)C2C(c3ccc(N(C)C)cc3)NN(Cc3ccccc3)C2C1=O (stereo unspecified)
    -3%, -7%, 22%, 12%, -1, -14%, -1, ?
O=C(CSC(=S)N1CCCC1)c1ccccc1
    10%, -16%, 2%, 0%, 3, 22%, -7, 7%
CCN(CC(=O)Nc1ccc(S(=O)(=O)N2CCCCC2)cc1)Cc1ccccc1
    9%, -18%, 38%, -1%, -17, 16%, -14, -2%
CCOc1cc(C(=O)CSc2nnc(CNc3ccc(Cl)cc3)o2)ccc1NC(=O)CC
    -9%, 10%, ., 1%, 8, -2%, -21, 24%
COc1ccccc1-c1nc(C(=O)NCC2CCCO2)cc2c1[nH]c1ccccc12 (stereo unspecified)
    8%, -12%, ?, -12%, 3, 1%, 27, 20µM*
Cc1cc(C)cc(OCC(=O)NNC(=O)c2ccoc2C)c1
    5%, 8%, -5%, -9%, 8, 4%, ?, -22%
O=C(O/N=C1\CCS(=O)(=O)c2sccc21)c1ccc(F)cc1
    -1%, 4%, 11%, 0%, 2, 7%, 11, 5%
Cc1ccc(C(C)NC(=S)NCc2ccc(F)cc2)cc1C (stereo unspecified)
    9%, -24%, 14%, 9%, 4, 14µM*, 1, 30%
CCOC(=O)C1CCN(S(=O)(=O)c2ccc(NC(=O)OC)cc2)CC1
    -6%, 9%, 40%, -13%, 0, -10%, -7, 1%
Cc1nc(SCC#N)c2c3c(sc2n1)CCC3
    -3%, -1%, -48%, 1%, 5, 8%[9.22 µM], ?, 11%
CCCCc1ccc(NS(=O)(=O)c2cccc(C(=O)N3CCCN(C)CC3)c2)cc1
    7%, 0%, 10%, 2%, -28, -6%, ?, 14%
CN1C(=O)C(C)(C)c2cc(S(=O)(=O)NCC3CCC(C(=O)NCc4ccc(F)cc4)CC3)ccc21 (stereo unspecified)
    -1%, -6%, -6%, 0%, 1, 5%, 7, 0%
O=C(O/N=C\c1ccc(N2CCCCC2)c([N+](=O)[O-])c1)c1cccc(C(F)(F)F)c1
    8%, -7%, -10%, 2%, -3, 15%, ?, 8%
CCOCCCN(C)C1CCN(C(=O)c2oc3ccccc3c2NC(=O)COc2cccc(C)c2)CC1
    -1%, -3%, 17%, 5%, -12, 8%, 0, -2%

Continued.
The line under a structure holds: EPAC2 ag, EPAC2 antagonist, FUS yeast rescue, aSyn yeast inh, D3 ag, Abeta yeast res, DRD3 antagonist, TDP43 rescue
Cc1onc(-c2c(F)cccc2Cl)c1C(=O)ONC(=O)c1ccccc1
    4%, 14%, 5%, -2%, 9, 2%, 1, -4%
CSC(=O)NC12CC3CC(CC(C)(C3)C1)C2
    15%, -2%, 22%, 13%, -4, -4%, 4, -11%
CC(=O)c1cccc(NC(=O)C2Cc3c(-c4cccc(C(N)=O)c4)ccnc3O2)c1 (stereo unspecified)
    10%, -7%, 6%, -11%, -4, -6%, 7, 7%
O=C(NC1CCCC1)c1nc(-c2ccco2)oc1-c1ccccc1
    10%, -10%, 12%, 3%, -2, -8%, 29, ?
Cc1ccc(S(=O)(=O)N2C[C@@H](C)[C@]3(C2)[C@H](O)[C@H](OC(=O)NCc2ccco2)C[C@H]2C(=O)N(c4ccccc4)C(=O)[C@H]23)cc1
    11%, 5%, 10%, ?, 6, 14%, 12, 0%
Cc1ccc(S(=O)(=O)N(C)c2ccc3c(c2)C(=O)c2ccccc2-3)cc1
    6%, -18%, 4%, 4%, -10, -15%, -25, 12%
Cc1ccc(C(=O)NC(=S)NCC2CCCO2)cc1 (stereo unspecified)
    0%, 7%, 2%, -15%, -18, -13%, 8, 5%
Cc1csc(SCC(=O)NCc2ccccc2Cl)n1
    15%, 2%, -21%, 10%, -2, 4%, 9, 23%
CC12CCC(C(=O)O)(C/C1=N\O)C2(C)C (stereo unspecified)
    2%&4%, -2%&-2%, 14%&11%, -4%&-3%, -2&-1, -9%&-5%, 10&2, 24%&-4%
CC(C)N(CC(N)=O)C(=O)Cc1coc2cc3c(cc12)CCC3
    -12%, -5%, ., 10%, 0, 0%, 11, 0%
Cc1ccc(-n2ncc3c(NCCCn4ccnc4)ncnc32)cc1
    ., ., -21%, ., 5, 7%, ., 18%

Entries of single compounds, looked up by structure. Order of screens: EPAC2 ag, EPAC2 antagonist, FUS yeast rescue, aSyn yeast inh, D3 ag, Abeta yeast res, DRD3 antagonist, TDP43 rescue
`Cc1ccc(-n2ncc3c(NCCCn4ccnc4)ncnc32)cc1` across the screens: ., ., -21%, ., 5, 7%, ., 18%
`Cc1ccc(S(=O)(=O)N2C[C@@H](C)[C@]3(C2)[C@H](O)[C@H](OC(=O)NCc2ccco2)C[C@H]2C(=O)N(c4ccccc4)C(=O)[C@H]23)cc1` across the screens: 11%, 5%, 10%, ?, 6, 14%, 12, 0%
`Cc1onc(-c2c(F)cccc2Cl)c1C(=O)ONC(=O)c1ccccc1` across the screens: 4%, 14%, 5%, -2%, 9, 2%, 1, -4%
